TRPV1 agonist – HTS Assay for Compounds that Act as Agonists of the Vanilloid Receptor 1. TRPV1-expressing cells, Fluo-8 calcium influx, agonist mode. Transient receptor potential cation channel subfamily V member 1 (Homo sapiens), Q8NER1. 0.19% of 320,000 active. activation, % at 8.33 µM; in the data active = activation above about 80%; inconclusive = between about 30% and that limit; also: 0% is about no effect
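Fluo-8 calcium influx in TRPV1-expressing cells, kinetic read (ex 480/em 520 nm). Compound added and read 3 min for agonist activity, followed by capsaicin at EC20 final and 2 min further read for enhancement.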
A-T KAP1 phos – qHTS Assay for Identifying a Potential Treatment of Ataxia-Telangiectasia; […] A-T fibroblasts, KAP-1 phosphorylation AlphaLISA; neocarzinostatin DNA damage 30 min before lysis; Potency, µM (highest dose often 57.5 µM), without a hit: top-dose activation, usual class: activators; 0.19% of 320,000 active; also: potency is read from the fitted curve at half-maximal effect; % of control where 0% means no effect; nearly all actives have a fitted effect of over 45% in size
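hTERT-immortalized A-T patient fibroblasts ([…]), 500 cells/well in OPTI-MEM, 1% FBS, got compounds for 60 min, then NCS for 30 min at 37C. Lysates were then assayed for phospho-KAP-1 by AlphaLISA (anti-pKAP1 donor, anti-KAP1 acceptor beads), 6 hr at 25C.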
a7 integrin act – qHTS for Activators of Integrin-Mediated Alleviation for Muscular Dystrophy. alpha7betagal myoblasts, beta-gal FDG fluorescence, 48 h. Potency, µM (series often up to 38.3 µM), for inactives: at the top dose activation, usual class: activators. 0.064% of 350,000 active. AID 624291, 2012;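 also: potency is read from the fitted curve at half-maximal effect; 100% = response of the positive control SU9516; nearly all actives have a fitted effect of over 60% in size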
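alpha7betagal+/- myoblasts (passage 13, 250/well) treated 48 h at 37C with compounds at 1:260 dilution of DMSO stock. Lysed, then beta-galactosidase activity read as FDG fluorescence (ex 480/em 540) after 30 min, with pre-read for autofluorescence.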
Coupling enz – qHTS Assay for Inhibitors of Fructose-1,6-bisphosphate Aldolase from Giardia Lamblia: Coupling assay counterscreen. coupling enzyme system counterscreen, AmpLite Red fluorescence. activity change, negative = inhibition, % at 58.2 µM, hits read low. 0.67% of 290,000 active; in the data active = activity change below about -30%; also: % is scaled to controls: 0 for no effect and ±100 for the full control effect
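Activity here indicates interference with the coupling reaction, not aldolase inhibition. Compounds at 57.5 uM final met coupling enzymes for 10 min at RT; substrate and AmpLite Red detection followed, with a 525/598 nm fluorescence read after 20 min.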
ASM inhibitor – Inhibitors of Secretory Acid Sphingomyelinase (S-ASM): qHTS; 0.006% of 340,000 active; Potency, µM (top dose mostly 57.5 µM), without a hit: top-dose activity change, negative = inhibition, hits mostly inhibitors; placental ASM, HMU-PC fluorogenic substrate, 60 min; Sphingomyelin phosphodiesterase (Homo sapiens), P17405; AID 504937, 2011; also: potency is read from the fitted curve at half-maximal effect
Target sequence (P17405 47-631 limits assumed): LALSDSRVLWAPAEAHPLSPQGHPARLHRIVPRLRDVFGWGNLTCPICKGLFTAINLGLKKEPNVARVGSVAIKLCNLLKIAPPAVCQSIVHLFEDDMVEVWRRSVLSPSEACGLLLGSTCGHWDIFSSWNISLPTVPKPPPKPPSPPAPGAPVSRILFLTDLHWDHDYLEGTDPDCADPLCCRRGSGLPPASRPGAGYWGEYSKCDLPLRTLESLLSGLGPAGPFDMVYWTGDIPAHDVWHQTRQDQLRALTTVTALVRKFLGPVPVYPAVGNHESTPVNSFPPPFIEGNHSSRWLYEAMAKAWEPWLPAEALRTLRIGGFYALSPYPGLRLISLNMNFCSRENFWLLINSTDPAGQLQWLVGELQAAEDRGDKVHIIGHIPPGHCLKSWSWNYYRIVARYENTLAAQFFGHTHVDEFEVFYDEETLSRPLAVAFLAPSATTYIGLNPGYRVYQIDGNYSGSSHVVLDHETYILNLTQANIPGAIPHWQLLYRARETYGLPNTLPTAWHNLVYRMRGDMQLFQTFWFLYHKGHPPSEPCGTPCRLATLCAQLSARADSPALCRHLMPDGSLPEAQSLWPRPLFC
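HMU-PC0 cleavage (9 uM final) by human placental ASM, 60 min at 37 °C following 10 min compound exposure at RT; stopped at pH 10, fluorescence Ex 386/Em 447 nm.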
hERG WT inh – qHTS for Inhibitors of KCHN2 3.1: Wildtype qHTS | Voltage-gated inwardly rectifying potassium channel KCNH2 (Homo sapiens), Q12809 | U2OS, BacMam KCNH2, thallium flux FluxOr; stronger effect = lower value | activity change, % at 1.84 µM | 0.37% of 340,000 active | AID 720551, 2013;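 active = maximum activity change below -70%; inconclusive = maximum activity change between -70% and -50%; inactive = maximum activity change above -50%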; also: % is scaled to controls: 0 for no effect and ±100 for the full control effect
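U2OS cells were transduced with wild-type KCNH2 virus (2.03 x 10^8 / mL) for 4 h at room temperature, then cultured overnight at 37 C. Thallium flux was read with FluxOr dye. Rate constants were normalized to DMSO controls.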
MBNL1-CUG inh – qHTS Assay for Inhibitors of MBNL1-poly(CUG) RNA binding. 0.036% of 280,000 active. TR-FRET MBNL1-His/biotin-(CUG)12 binding, 665/545 ratio. AID 2675, 2010. Potency, µM (titrated, usually from 57.5 µM), for the others: top-dose activity change, negative = inhibition, most hits filed as inhibitors. Muscleblind-like protein 1 (Homo sapiens), Q9NR56; active = well fitted inhibition curve with a large enough effect in the signal ratio, with a control signal flat, not every such curve was filed as active; inconclusive = small, poorly fitted or top-dose-only effect, or effect the other way, or a change in a side signal; inactive = no such curve, though single readings can be large or run the other way; the % refers to the signal ratio; also: potency is read from the fitted curve at half-maximal effect; % is scaled to controls: 0 for no effect and ±100 for the full control effect
Target sequence (Q9NR56 whole entry, looked up): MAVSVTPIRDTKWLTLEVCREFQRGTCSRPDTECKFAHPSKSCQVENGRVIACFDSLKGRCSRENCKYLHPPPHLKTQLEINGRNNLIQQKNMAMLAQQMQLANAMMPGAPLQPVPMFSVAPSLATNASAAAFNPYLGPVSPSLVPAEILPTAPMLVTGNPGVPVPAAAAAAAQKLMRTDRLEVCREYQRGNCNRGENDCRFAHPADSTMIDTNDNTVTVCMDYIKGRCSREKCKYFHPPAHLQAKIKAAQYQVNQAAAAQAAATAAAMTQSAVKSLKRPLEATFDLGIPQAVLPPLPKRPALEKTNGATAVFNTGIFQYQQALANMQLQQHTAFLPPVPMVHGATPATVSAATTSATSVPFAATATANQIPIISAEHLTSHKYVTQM
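Ratiometric TR-FRET (665 over 545 nm, excitation 340 nm) tracks disruption of MBNL1-His/biotin-(CUG)12 complex after 60 min at room temperature, with compounds at 92 nM to 58 uM final.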
KCNH2 3.1 block – qHTS for Inhibitors of KCHN2 3.1: Mutant qHTS. Potassium voltage-gated channel subfamily H member 2, brain isoform KCNH2 3.1 (human). U2OS KCNH2 3.1, thallium flux FluxOr; stronger effect = lower value. activity change, % (tested at about 1.8 µM). 0.95% of 340,000 active. AID 720553, 2013;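 active = maximum activity change below -70%; inconclusive = maximum activity change from -70% to -50%; inactive = maximum activity change above -50%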;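 also: thallium influx rate constant from kinetic fluorescence after stimulation buffer; % is scaled to controls: 0 for no effect and ±100 for the full control effect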
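We transduce U2OS cells with the mutant 3.1 virus, culture them overnight, load FluxOr with Red40 quencher for 45 min, then add stimulation buffer and read kinetically for 2 min to derive a normalized rate constant.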
CXXC DNA block – qHTS Fluorescence Polarization Assay for Inhibitors of MLL CXXC domain - DNA interaction; Histone-lysine N-methyltransferase 2A (Homo sapiens), Q03164; MLL-CXXC / FITC-HOXA9 DNA fluorescence polarization; Potency, µM (series often up to 115 µM), for the others: top-dose activity change, negative = inhibition, usual class: inhibitors; 0.037% of 290,000 active; AID 2662, 2010; active = well fitted inhibition curve with a large enough effect in the polarisation, with a control signal flat, not every such curve was filed as active; inconclusive = small, poorly fitted or top-dose-only effect, or effect the other way, or a change in a side signal; inactive = no such curve, though single readings can be large or run the other way; the % refers to the polarisation; also: potency is read from the fitted curve at half-maximal effect
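Fluorescence polarization: 7 uM MLL-CXXC (stock) preincubated 5 min with compounds, then 50 nM fluorescein-HOX-A9 DNA (stock) added; 30 min ambient. Buffer 50 mM Tris-HCl pH 7.5, 50 mM NaCl, 1 mM DTT, 0.05% BSA.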
GALK inhibitor – qHTS Assay for Inhibitors of Human Galactokinase (GALK) | AID 1868, 2009 | Purified GALK, Kinase-Glo residual ATP luminescence | 0.007% of 270,000 active | Potency, µM (titrated, usually from 57.5 µM), for the others: at the top dose activity change, negative = inhibition, usual class: inhibitors; also: potency is read from the fitted curve at half-maximal effect; % is scaled to controls: 0 for no effect and ±100 for the full control effect
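ATP-depletion format; final 35 uM ATP, 100 uM D-galactose, 5 nM enzyme; pH 8.0 HEPES/Mg2+ buffer; 60 min RT; luminescence read 10 min after detection reagent.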
* marks the source's active call; other numbers are inactive results; ? = inconclusive; nt = no result given; [ ] = dose if it differs, or a comment. Unless noted, calls follow the shape of the dose curve; as a rule, active = well fitted curve in the direction sought with a large enough effect; inconclusive = small, poorly fitted or top-dose-only effect, or another doubt; inactive = no such curve, though single readings can be large; an effect the other way counts as inactive or inconclusive.

SMILES	TRPV1 agonist	A-T KAP1 phos	a7 integrin act	Coupling enz	ASM inhibitor	hERG WT inh	MBNL1-CUG inh	KCNH2 3.1 block	CXXC DNA block	GALK inhibitor
CCN(CC)CC#CC(O)(c1ccccc1)c1ccccc1	0.6	0.4%	-17.6%	1.9	-1.5%	47.0	-8.7%	1.7	-1.3%	-3.5%
CCC(CCC(=O)Nc1nncs1)C(=O)O (configuration not stated)	-1.0	-3.3%	nt	0.5	nt	nt	-11.0%	nt	3.2%	1.1%
Cc1ccc(NC(=O)COC(=O)CNC(=O)c2ccc(C)s2)cc1	3.6	1.3%	-36.2%	0.7	-2.8%	10.2	nt	-18.2	10.6%	1.3%
CC(=O)N1c2ccc(S(=O)(=O)N3CCOCC3)cc2CC1C (configuration not stated)	7.3	-6.3%	17.6%	3.9	-2.6%	7.8	-6.1%	3.2	6.1%	-2.6%
CC1(C)C2CC[C@]3(C)C(CC=C4[C@@H]5C[C@](C)(CO)CC[C@]5(C(=O)O)CC[C@]43C)[C@@]2(C)CC[C@@H]1O (some centres not stated)	nt	nt	-12.6%	nt	-0.1%	-0.8	nt	-6.0	nt	nt
COc1cc(NC(=S)NCc2ccco2)cc(OC)c1OC	1.1	5.9%	8.0%	0.9	-0.6%	-6.3	-10.0%	-10.1	10.0%	3.1%
CCOC(=O)c1oc2c(O)c(O)ccc2c(=O)c1-c1nncn1-c1ccccc1	-2.1	1.8%	13.5%	-1.7	-1.8%	-1.4	?	-4.3	-3.2%	-3.1%
NCCCNC(=O)c1cc2ccccc2[nH]1	-1.1	0.2%	-12.8%	-0.4	4.9%	-14.0	-5.0%	-5.8	1.4%	0.6%
CC(Oc1ccc2c(c1)oc(=O)c1ccccc12)C(=O)NCC1CCC(C(=O)O)CC1 (configuration not stated)	2.0	-2.3%	15.9%	4.8	1.7%	-4.9	-3.7%	6.4	-25.2%	nt
O=C(Nc1ccccc1F)c1ccc2c(c1)OCO2	?	-16.2%	33.7%	1.5	0.1%	2.3	-8.4%	-12.5	-2.8%	-2.8%
N#Cc1ccccc1NC(=O)COC(=O)/C=C/c1ccc(S(=O)(=O)N2CCOCC2)cc1	nt	-2.0%	-7.1%	nt	-1.7%	-0.3	nt	-12.5	nt	nt
CCN1CCN(c2ccc(S(=O)(=O)N3CCOCC3)cc2NC(=O)CC(NC(C)=O)c2ccccc2)CC1 (configuration not stated)	nt	nt	16.1%	nt	0.1%	-1.5	nt	12.0	nt	nt
Cc1nc(OCC(C)C)c2sc3nc4c(cc3c2n1)COC(C)(C)C4	-1.8	7.0%	26.4%	-1.1	1.0%	7.4	-0.4%	-2.0	-14.1%	1.5%
CC(C)c1ccc(N=C2NN=C(c3cccs3)CS2)cc1	18.3	2.0%	25.7%	-3.4	-2.3%	-13.4	3.3%	-5.0	7.3%	1.3%
COc1ccc(C2NCCc3c2[nH]c2ccccc32)cc1CN1CCc2cc(OC)c(OC)cc2C1C (configuration not stated)	0.8	3.4%	-58.4%[inhibitor]	0.0	-2.4%	8.9	-2.1%	-8.6	39.9%[activator]	-0.8%
CC(=O)c1c(C)[nH]c(C(=O)Nc2ccc3c(c2)OCCO3)c1C	-2.7	7.1%	-6.3%	-14.4	-2.7%	2.7	2.3%	-8.4	-6.6%	3.6%
Cc1ccc2[nH]c3c(=S)nc[nH]c3c2c1	-2.2	6.5%	-57.6%[inhibitor]	1.6	11.6%	-3.7	?	5.7	0.6%	-2.0%
O=C(NCCC1=CCCCC1)C1COc2ccccc2O1 (configuration not stated)	?	2.9%	-6.8%	0.6	2.5%	-4.5	3.6%	-7.5	7.5%	1.0%
COc1ccc(S(=O)(=O)Cc2ccc(C(=O)NCc3cccnc3)o2)cc1	4.4	11.0%	-3.2%	2.2	4.1%	-1.3	-4.2%	-1.7	-1.5%	2.4%
CCOc1cc(C(=O)Nc2ccccc2N2CCOCC2)ccc1OCC(=O)N1CCCCC1	6.7	-1.4%	-24.6%	0.2	0.8%	-2.1	1.8%	5.6	1.2%	9.1%
COc1cccc(C(N)CC(=O)O)c1 (configuration not stated)	-0.9	-4.4%	nt	-0.1	nt	nt	1.1%	nt	0.6%	-1.8%
Cc1cccc(CN2C[C@]34CC[C@@H](C[C@@H]3S2(=O)=O)O4)c1	-1.5	8.1%	16.8%	3.0	0.9%	nt	-7.6%	nt	-1.3%	2.7%
COc1ccc(NC(=O)CSc2nc(O)cc(=O)n2-c2ccccc2OC)cc1	0.3	6.8%	-14.7%[7.66 µM]	0.1	0.8%	-9.0	-1.0%	19.2	-4.0%	-0.2%
C=CCOC(=O)C1=C[C@@H](c2cn(C(C)=O)c3ccccc23)C[C@@H](OCCCCO)O1	-2.1	6.8%	-20.8%	1.6	1.8%	4.3	-0.5%	-1.6	0.8%	4.5%
Cc1c(C(=O)N2CCC(C)CC2)sc2ncn(CC(=O)N3CCC(C)CC3)c(=O)c12	9.9	-6.8%	19.0%	2.0	3.9%	-1.2	-3.7%	4.1	-4.0%	-4.1%
Cc1cc(SCc2ccccc2F)nc(=O)[nH]1	-0.1	-4.0%	10.2%	2.4	-0.1%	6.9	-6.2%	6.1	11.5%	6.4%
COC(=O)c1cc(NC(=O)c2ccco2)ccc1N1CCOCC1	2.8	-3.6%	1.9%	2.4	1.9%	0.4	-3.9%	-8.3	-1.8%	-1.1%
Cc1cccc(N2C(=O)SC(N(C)c3ccccc3)C2=O)c1 (configuration not stated)	5.4	-2.3%	-25.3%	0.8	-1.3%	-3.1	1.8%	-3.0	-0.2%	-3.5%
CN1CCN(NC(=O)c2cc(-c3ccccn3)nc3ccccc23)CC1	1.2	-1.2%	-21.0%	-0.2	5.8%	9.6	15.9%	9.3	9.0%	4.0%
CCCc1cc(=O)oc2cc(C)cc(OC(C)C(=O)NCC3CCC(C(=O)O)CC3)c12 (configuration not stated)	3.7	-6.3%	15.9%	3.0	-2.2%	1.7	3.7%	2.9	6.0%	nt
CCc1nnc(NC(=O)C2CCCN2S(=O)(=O)c2ccc(F)cc2)s1 (configuration not stated)	0.1	-0.4%	32.1%	4.7	2.7%	2.0	-2.4%	-7.3	1.1%	-4.0%
O=C(NCc1cccnc1)c1ccccc1NC(=O)c1c(F)cccc1F	-0.3	6.3%	6.5%	nt	3.3%	-0.4	-7.5%	-8.8	-1.1%	-3.3%
COc1cc(NC(=O)CCc2ccccc2)nc(OC)n1	1.2	nt	11.4%	3.1	-2.2%	1.4	-2.1%	-0.9	-4.8%	1.0%
CC1CC2(C)Oc3ccccc3C3OCC1(CO)C(C)C32 (configuration not stated)	-0.4	nt	-15.4%	3.3	-1.2%	-13.8	-5.1%	10.2	2.1%	6.3%
COc1ccc(CN2C(=O)CSC2c2ccccn2)cc1 (configuration not stated)	-1.1	0.1%	-10.7%	-0.2	0.2%	3.5	-5.5%	22.1	0.4%	nt
CCN(CC)C(=O)Cn1cc(C(=O)C(=O)Nc2ccc3c(c2)OCCO3)c2ccccc21	-2.9	3.9%	0.8%	1.8	-8.3%	-4.2	?	21.4	?	5.0%
O=C1N[C@@H](Cc2ccccc2)C(=O)N2[C@@H]1C[C@@]1(Br)c3ccccc3N(S(=O)(=O)c3ccccc3)[C@@H]21	nt	nt	-41.0%	nt	0.8%	0.2	nt	-3.3	nt	nt
CCC(=O)Nc1ccc(C(=O)Nc2ccc3c(c2)C(=O)N(CC2CCCO2)C3=O)cc1 (configuration not stated)	1.7	-3.3%	-11.4%	5.8	123.6%	-15.9	19.1%	18.8	26.5%	-4.3%
Cc1cc(C)c2c(N=NN3CCOCC3)[nH]nc2n1	1.9	nt	nt	-1.9	nt	5.0	15.3%	-3.1	14.2%	nt
CSc1nc(N)nc(C(C)C)n1	-0.4	-8.8%	1.4%	8.1	0.2%	-1.9	-2.7%	-8.0	-9.1%	4.8%
C=CCNC(=O)c1ccc(C)cc1Cl	-3.3	2.5%	1.6%	5.7	1.5%	-3.9	-5.8%	3.8	-2.8%	6.0%

High-throughput results from PubChem.
